# Screening data deposited in PubChem BioAssay by several laboratories.
# TcdB GH inh = inhibitors of Clostridioides difficile toxin B glycohydrolase. P18177. TcdB glycohydrolase enzymatic assay, plate reader. inhibition, % at 9.99 µM. hit rate 0.24% among 350,000; in the data active = inhibition above about 10%
# FadD28 binding = M. tuberculosis FadD28 bisubstrate binding inhibition. FadD28 bisubstrate probe binding, fluorescence polarization. inhibition, % at 12.5 µM. hit rate 0.22% among 360,000. AID 588549; in the data active = inhibition above about 8.5%, passing the limit was not always enough; inconclusive = no clear call, values can overlap the other calls
# BoNT-F LC inh = blocks Botulinum neurotoxin F light chain protease; Multiplex microsphere protease cleavage assay, flow cytometry; inhibition, % at 10 µM; hit rate 0.22% among 360,000; in the data active = inhibition above about 35%, passing the limit was not always enough; inconclusive = no clear call, values can overlap the other calls; also: plate controls were buffer without enzyme for full effect and enzyme alone for no effect
# CCHF vOTU inh = blocks the CCHF virus ovarian tumor domain protease; CCHFV vOTU protease, Pep-AMC fluorescence; inhibition, % at 11.5 µM; hit rate 0.55% among 370,000; in the data active = inhibition above about 30%; also: 0% = vehicle wells with enzyme and 100% = no enzyme wells
# PfHsp40 yeast = restores yeast growth despite PfHsp40 toxicity; S. cerevisiae expressing PfHsp40, growth rescue, ATP luminescence; growth rescue, % at 12.5 µM; hit rate 0.68% among 340,000; AID 504582; in the data active = growth rescue above about 28%, passing the limit was not always enough; inconclusive = no clear call, values can overlap the other calls;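 also: yeast W303a lacking pdr1 and pdr3 grown in galactose medium; growth measured after three days at 30 °C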
# BoNT A protease = inhibitors of Botulinum neurotoxin A light chain protease; hit rate 0.17% among 360,000; multiplex microsphere protease substrate cleavage, flow cytometry; inhibition, % at 10 µM; also: plate controls were buffer without enzyme for full effect and enzyme alone for no effect
# PrPC TRFRET = cell surface PrPC inhibition, primary TR-FRET screen; TR-FRET read-out; inhibition, % at 13.8 µM; hit rate 0.43% among 370,000; in the data active = inhibition above about 24%; also: 0% = median of the test wells and 100% = reference compound wells
# Y pestis TopoI = blocks Yersinia pestis topoisomerase I activity; Y. pestis Topo-I cleavage product accumulation, plate reader; activity, % at 10 µM; hit rate 0.064% among 360,000; AID 504884; in the data active = activity above about 50%, passing the limit was not always enough; inconclusive = no clear call, values can overlap the other calls; also: inactives centre near 2
# Anthrax LF prot = anthrax lethal factor protease inhibition | P15917 | multiplex microsphere protease cleavage assay, LF | inhibition, % at 10 µM | hit rate 0.12% among 360,000; also: plate controls were buffer without enzyme for full effect and enzyme alone for no effect
# Target sequence (P15917 whole entry, looked up): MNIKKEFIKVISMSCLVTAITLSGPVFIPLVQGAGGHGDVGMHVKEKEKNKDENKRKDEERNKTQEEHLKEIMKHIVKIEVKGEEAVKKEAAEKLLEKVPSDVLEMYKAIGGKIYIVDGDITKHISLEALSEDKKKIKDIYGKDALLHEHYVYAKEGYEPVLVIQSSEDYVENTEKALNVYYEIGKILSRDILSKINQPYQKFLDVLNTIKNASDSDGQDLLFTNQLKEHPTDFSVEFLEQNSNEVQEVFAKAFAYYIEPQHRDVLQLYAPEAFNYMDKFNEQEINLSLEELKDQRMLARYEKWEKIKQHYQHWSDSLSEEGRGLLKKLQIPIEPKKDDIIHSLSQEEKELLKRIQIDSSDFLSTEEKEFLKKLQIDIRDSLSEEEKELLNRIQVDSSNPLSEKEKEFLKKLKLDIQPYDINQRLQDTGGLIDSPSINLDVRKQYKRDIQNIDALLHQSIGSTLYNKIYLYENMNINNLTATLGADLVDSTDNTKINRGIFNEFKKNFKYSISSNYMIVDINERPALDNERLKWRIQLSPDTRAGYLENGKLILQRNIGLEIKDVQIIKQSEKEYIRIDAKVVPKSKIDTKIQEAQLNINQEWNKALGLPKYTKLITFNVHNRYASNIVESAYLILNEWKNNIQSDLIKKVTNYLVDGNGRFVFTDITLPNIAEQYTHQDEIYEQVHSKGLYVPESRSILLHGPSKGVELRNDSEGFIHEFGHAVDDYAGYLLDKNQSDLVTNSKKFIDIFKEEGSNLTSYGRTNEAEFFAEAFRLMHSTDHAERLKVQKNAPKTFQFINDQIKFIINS
# * = called active by the depositor; ? = inconclusive; . = not tested or not shown; & = joins results of further samples. Rule as the data show it, unless noted: active = inhibition above about 30%; inconclusive = no clear call, values can overlap the other calls; inactive = below that.
Compound	TcdB GH inh	FadD28 binding	BoNT-F LC inh	CCHF vOTU inh	PfHsp40 yeast	BoNT A protease	PrPC TRFRET	Y pestis TopoI	Anthrax LF prot
C[C@H]1CN([C@@H](C)CO)C(=O)c2cc(NC(=O)c3ccncc3)ccc2O[C@H]1CN(C)Cc1ccc(C(=O)O)cc1	-2.9&-0.1	0.4	-6.0	-9.6	-1.4	-0.6	2.3	6.6	-2.2
Cc1cc2c(n1-c1ccc(Br)cc1)CC(C)(C)CC2=O	.	-0.3	-0.3	4.8	1.3	-0.1	3.6	8.2	-2.4
NC(=O)CN1C(=O)NC(c2ccccc2)(c2ccccc2)C1=O	0.1	-3.5	-7.7	-17.6	-1.2	-2.7	5.8	1.1	-3.2
COc1ccc(-c2sc3cc(OC)c(OC)cc3c2C#CC(C)(C)O)cc1	0.0	-1.9	5.2	5.7	0.3	-0.3	-6.0	34.3	-3.8
CCN(CC)c1ccc(/C=N/O)cc1	1.8	1.1	1.3	10.0	0.0	-0.3	4.5	-1.7	-3.5
CCCNC(=O)c1ccc(N2CCC3(CC2)CC(c2ccccc2)=NO3)c(N)c1	0.0	-3.1	-4.5	-6.2	0.1	0.1	-14.4	0.5	0.4
CCN(CC)S(=O)(=O)c1ccc(Cl)c(NC(=O)c2cc(Cl)ccc2Cl)c1	1.5	-0.5	-2.8	-5.6	-0.4	-0.4	0.1	7.3	-2.3
Cc1cc(=O)[nH]c(SCCCOc2ccc3c(c2)CCC3)n1	.	-1.1	-1.1	8.8	0.8	0.2	-3.5	16.9	3.3
O=C(NCCCn1ccnc1)/C(=C\c1cccs1)NC(=O)c1ccccc1	.	-0.3	2.8	2.8	-1.7	-1.1	-12.6	4.5	2.3
CC1(C)C(c2cccs2)=[N+]([O-])C2(CCCCC/C2=N\NC(N)=O)N1O (stereo not given)	-0.8	2.0	-4.8	0.2	-0.7	0.3	4.9	7.1	0.1
CN(C)S(=O)(=O)c1ccc(C(=O)NC2CCCc3ccccc32)cc1 (stereo not given)	-1.8	-4.3	-3.7	-6.1	1.4	-0.8	2.6	2.8	-2.0
Cc1nn(C)cc1-c1n[nH]c(=S)n1-c1ccc(F)cc1	10.4*	1.4	-2.6	0.0	0.5	0.3	-14.8	5.1	-0.4
CCCCCCSc1ccc([C@@H]2[C@@H]3C(=O)N(CC)C(=O)[C@@H]3[C@]3(C(=O)OC)CCCCN23)cc1	-0.2	-1.2	0.1	4.2	1.1	-0.5	8.1	-1.6	-0.8
Cn1cccc1/C=C1\SC(=O)N(CC(=O)Nc2ccc(F)cc2)C1=O	0.2	-1.0	-7.4	-0.4	0.2	-1.0	-2.3	-0.7	0.1
O=C(NC1CCCc2c1cnn2-c1cc(F)cc(F)c1)c1ccncc1 (stereo not given)	1.1	1.0	-6.1	15.4	1.6	-6.9	-0.6	-3.8	-2.4

# Reformatted: results already given.
# The line under a structure holds: TcdB GH inh, FadD28 binding, BoNT-F LC inh, CCHF vOTU inh, PfHsp40 yeast, BoNT A protease, PrPC TRFRET, Y pestis TopoI, Anthrax LF prot
O=C(NC1CCCc2c1cnn2-c1cc(F)cc(F)c1)c1ccncc1 (stereo not given)
 : 1.1, 1.0, -6.1, 15.4, 1.6, -6.9, -0.6, -3.8, -2.4
Cc1cc(=O)[nH]c(SCCCOc2ccc3c(c2)CCC3)n1
 : ., -1.1, -1.1, 8.8, 0.8, 0.2, -3.5, 16.9, 3.3

# Later entries.
Compound	TcdB GH inh	FadD28 binding	BoNT-F LC inh	CCHF vOTU inh	PfHsp40 yeast	BoNT A protease	PrPC TRFRET	Y pestis TopoI	Anthrax LF prot
O=C(NC1CCCCC1)C(c1ccco1)N(C(=O)c1csnn1)c1cccc(F)c1 (stereo not given)	0.0	-0.1	-1.3	8.1	0.5	-5.6	2.4	3.5	-3.9
S=c1[nH]cc(-c2ccccc2)n1-c1ccccc1	.	-0.5	.	17.6	0.8	.	1.7	4.8	.
COc1ccc(N2CCN(S(C)(=O)=O)CC2)cc1	.	0.7	8.3	-4.7	-0.8	?	4.0	5.3	?
COC(=O)c1ccc(NC(=O)CN2CCN(c3ccccc3)CC2)cc1	.	-4.5	10.9	11.5	-0.7	2.7	4.2	13.0	8.7
CC(C)NC(=O)C1(C)Cc2c(-c3ccc(C(N)=O)cc3)ccnc2O1 (stereo not given)	0.6	1.1	4.5	0.4	.	-0.2	-1.4	-3.9	-6.4
CC(=O)c1ccc(NC(=O)Cn2cnc(S(=O)(=O)N3CCCCC3)c2)cc1	-1.0	-1.1	-4.1	8.6	-0.7	-2.9	3.8	-5.6	-0.3
CCCCCCCCOC(=O)c1c(CSC(=N)N)n(C)c2cc(Br)c(OC(C)=O)cc12	3.0	-12.8	-41.3	26.8	.	-0.2	0.7	-5.5	-4.3
COC(=O)CC[C@@H](C(=O)O)N1C(=O)c2ccccc2C1=O	.	0.3	-17.8	14.7	0.6	-0.4	2.4	6.6	-0.9
O=C(CC(=O)c1ccccc1)CS(=O)(=O)c1ccccc1	1.5	-3.5	-8.6	0.8	60.0*	-0.5	5.8	7.9	-11.1
COCCCNC(=O)C1CCN(S(=O)(=O)N(CC(C)C)CC(C)C)CC1	.	-0.9	-3.5	-15.8	-0.2	-1.1	-5.5	-2.4	1.1
Cc1cc2nnc(SCc3ccc4c(c3)OCO4)n2c2ccccc12	-1.1	-2.7	0.3	1.5	-1.1	0.5	-1.1	7.4	2.0
CCNC(=S)NCCN1CCOCC1	.	-3.2	3.2	18.3	-0.6	0.3	1.1	-4.4	-0.8
CCN1C(=O)C(CC(=O)Nc2ccc(OC)cc2)N(CCCN2CCN(c3ccc(OC)cc3)CC2)C1=S (stereo not given)	-2.4	-0.6	-5.7	2.8	-0.4	-0.8	-1.5	-0.8	-7.4
CC(=O)Cc1nsc(NC(=O)c2ccc(-c3cccc(Cl)c3)o2)n1	1.3	-2.6	-0.1	3.8	1.1	0.0	4.1	1.4	-4.0
C/C(=N\NC(=O)c1ccco1)c1ccc(-c2ccccc2)cc1	1.6	1.0	-4.2	-3.0	-0.5	0.5	4.5	-5.8	-0.5

# Later entries:
Compound	TcdB GH inh	FadD28 binding	BoNT-F LC inh	CCHF vOTU inh	PfHsp40 yeast	BoNT A protease	PrPC TRFRET	Y pestis TopoI	Anthrax LF prot
CC(C)C(=O)Nc1nc(-c2ccc(S(=O)(=O)N3CCOCC3)cc2)cs1	2.7	-4.6	-7.6	-4.0	0.6	-2.1	6.0	-0.4	-0.7
O=C(COC(=O)/C=C/c1ccc(OC(F)F)cc1)NC(=O)NC1CCCCC1	1.3	-1.7	-1.8	-16.3	4.7	-0.4	3.0	20.3	-1.4
CCN(Cc1cnn(C)c1)Cc1nc(C(c2ccccc2)c2ccccc2)no1	2.0	-1.1	-2.7	-14.7	0.1	-0.5	0.9	15.4	-2.8
CCc1sc(NS(C)(=O)=O)nc1-c1ccccc1	-1.8	-0.4	-3.0	-6.2	0.4	-1.2	1.1	-2.2	-3.7
COCc1nc2sc3c(c2c(=O)[nH]1)CCCC3	.	0.6	6.3	-8.9	-0.5	0.3	2.3	-3.1	-0.7
Cc1nnsc1C(=O)NCc1c(F)cccc1Cl	-0.7	-1.4	2.4	-9.5	-0.5	0.1	4.7	1.6	4.5
Cc1cc(C)cc(NS(=O)(=O)c2cc(Br)cnc2N)c1	-1.2	-3.4	-9.0	10.9	0.2	-0.5	6.6	0.9	-1.6
COc1ccc(C2=NS(=O)(=O)N(C)C(C(=O)NC(C)c3ccccc3)=C2)cc1OC (stereo not given)	0.8	-5.2	-6.2	10.9	0.5	0.9	-20.7	-6.9	8.8
CC1CCN(CCC(=O)Nc2nccs2)CC1	0.2	-1.9	-8.5	-13.1	0.4	-0.6	-5.7	4.2	-6.5
O=S(=O)(c1ccc(F)cc1)N(CCO)CC(O)Cn1c2ccccc2c2ccccc21 (stereo not given)	.	-2.2	-7.0	-5.0	6.0	-2.0	-0.1	14.9	-5.3
COc1ccc(NC(=O)CCS(=O)(=O)c2ccc3c(c2)oc(=O)n3C)cc1OC	0.8	-2.4	2.0	-4.5	-0.3	0.8	4.9	-5.7	0.6
COc1ccc(C(=O)CCN2CCN(c3ccccc3OC)CC2)cc1	-0.3	-2.4	-12.0	-8.5	0.8	-2.6	-2.0	7.7	-9.7
CC(=O)c1ccc(NC(=O)Nc2ccccc2)cc1	.	-1.3	-2.3	-0.6	0.2	-1.4	-0.6	-10.1	-6.2
O=C(O)CNC(=O)C1(N2C(=O)c3ccccc3C2=O)CCCC1	0.2	-2.4	0.3	-17.7	-0.1	-0.2	0.3	4.6	-7.5
CCCOc1ccc(C2(C(=O)O)CCCC2)cc1	.	-4.6	3.5	-7.8	6.5	-0.1	4.0	6.5	-6.8

# Remaining list, next part:
Compound	TcdB GH inh	FadD28 binding	BoNT-F LC inh	CCHF vOTU inh	PfHsp40 yeast	BoNT A protease	PrPC TRFRET	Y pestis TopoI	Anthrax LF prot
O=C1/C(=C/c2cccnc2)Oc2cc(OS(=O)(=O)c3ccc(Cl)cc3)ccc21	.	1.2	5.7	-4.8	-1.0	3.5	1.1	0.7	2.4
CCN(CC)S(=O)(=O)c1ccc2oc(C(=O)N3CCOCC3)c(C)c2c1	.	-1.1	18.2	-4.9	-0.6	0.7	-6.2	2.4	-0.8
CC(C)CCNC(=O)CSc1nnc(-c2ccc(S(=O)(=O)N3CCCC3)cc2)n1C	.	-1.8	-5.7	4.0	-0.3	0.3	-1.1	0.4	1.0
COc1ccccc1C(CNC(=O)c1ccc(S(=O)(=O)N2CCCCC2)cc1)N(C)C (stereo not given)	-0.1	-0.9	-2.4	16.6	-1.4	1.3	-2.2	-2.8	-2.4
Cc1ccc(S(=O)(=O)N2CCCCC2)cc1C(=O)Nc1ccccn1	1.0	0.4	3.1	10.1	-1.0	0.9	8.5	8.4	1.0
O=C(CSc1nnc(-c2ccccc2Cl)o1)N1CCOCC1	-0.3	-3.7	-11.9	1.4	-0.9	-0.8	0.4	6.7	2.8
CC1CC(C)CN(S(=O)(=O)c2ccccc2[N+](=O)[O-])C1 (stereo not given)	.	-1.5	13.4	-6.0	0.9	-0.1	-4.1	6.0	8.3
O=C(NCCc1ccccc1)C1CCC(CNS(=O)(=O)c2cccs2)CC1 (stereo not given)	-0.2	-1.1	-7.1	7.3	2.9	-1.1	8.1	15.4	0.3
C=CCN1CN(S(=O)(=O)c2cccs2)c2nc3ccccc3nc21	.	-0.1	0.1	-9.4	-0.5	1.5	-1.3	2.8	-4.5
CC(C)COP(=O)(CNC(=O)CN1C(=O)c2ccccc2S1(=O)=O)OCC(C)C	.	-2.9	-0.5	-6.9	-1.4	0.2	8.8	-7.2	1.7
COC(=O)c1ccc2nc(-c3ccc(Cl)cc3)c(Cc3ccccc3OC)n2c1	-1.3	-3.0	4.4	13.5	.	13.7	-6.0	.	13.6
CCOc1ccccc1N(C(=O)c1snc(C(N)=O)c1N)C(C(=O)NC1CCCC1)c1cccs1 (stereo not given)	-1.1	-5.0	2.1	8.1	2.8	0.7	-4.7	35.0	1.4
CN1CCCC(CN2c3ccccc3Sc3ccccc32)C1 (stereo not given)	-2.1	1.4	5.0	10.3	-0.2	0.3	-0.7	-6.8	-9.7
Cc1cccc(C2NC(c3cccc(C)c3)C([N+](=O)[O-])C(C)(C)C2[N+](=O)[O-])c1 (stereo not given)	.	-0.5	-9.0	4.7	-1.6	-1.2	9.3	4.9	-3.7
Cc1ccc(SCC(=O)NC(=O)NCc2ccco2)c(C)c1	.	-3.8	4.1	3.0	0.2	2.6	-3.1	11.7	0.8

# Other results follow.
Compound	TcdB GH inh	FadD28 binding	BoNT-F LC inh	CCHF vOTU inh	PfHsp40 yeast	BoNT A protease	PrPC TRFRET	Y pestis TopoI	Anthrax LF prot
CCN1C(=NCCCCO)N[C@@H](c2cccc(C(F)(F)F)c2)C(C(=O)OC)=C1C	0.6	-1.3	-10.6	-1.9	0.1	0.2	1.8	-8.1	-10.7
COc1ccccc1-c1cc(C(=O)N2CCOCC2)no1	-4.6	-2.9	5.6	14.6	-0.2	2.0	-9.6	-1.9	0.5
Cc1ccccc1N1CCN(C2=NC(=O)/C(=C/c3cn[nH]c3-c3ccccc3)S2)CC1	1.7	-1.6	-15.5	-8.6	-1.7	-0.1	-2.7	-2.8	3.4
CCNS(=O)(=O)c1ccc(CCC(=O)Nc2ccccc2C(=O)OC)cc1	.	-0.5	-0.2	-2.5	-0.1	-0.1	3.0	3.9	1.0
